MazF activator = increases E. coli MazEF RNase cleavage of RNA | P0AE70 | FAM/BHQ RNA-DNA oligo cleavage fluorescence, 5 h | activation, % at 20 µM | 350,000 compounds, 0.32% hits; in the data active = activation above about 50%
Target sequence (P0AE70 whole entry, looked up): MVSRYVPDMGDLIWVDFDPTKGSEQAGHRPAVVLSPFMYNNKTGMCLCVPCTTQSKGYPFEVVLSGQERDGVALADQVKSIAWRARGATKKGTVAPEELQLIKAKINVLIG
Y pestis TopoI = blocks Yersinia pestis topoisomerase I activity | Y. pestis Topo-I cleavage product accumulation, plate reader | activity, % at 10 µM | 360,000 compounds, 0.064% hits; in the data active = activity above about 50%, passing the limit was not always enough; also: inactives centre near 2
TcdB GH inh = blocks C. difficile toxin B glycohydrolase activity; P18177; TcdB glycohydrolase enzymatic assay, plate reader; inhibition, % at 9.99 µM; 350,000 compounds, 0.24% hits; AID 652162; in the data active = inhibition above about 10%
BH1578 lux ind = inducers of Vibrio cholerae quorum light production without autoinducers; V. cholerae BH1578 lux reporter, luminescence, 6 h; activation, % at 18.7 µM; 350,000 compounds, 0.16% hits; AID 588436; in the data active = activation mostly above about 9.7%, no sharp cut-off; also: not every result past the cut was called active; inactives centre near 0; reference of the scale not given here
3CLpro inhibitor = SARS-CoV 3CLpro protease inhibition. P0C6X7. recombinant SARS-CoV 3CLpro, quenched FRET peptide cleavage. inhibition, % at 6 µM. 290,000 compounds, 0.14% hits; in the data active = inhibition above about 12%
CCHFV vOTU inh = blocks the CCHF virus ovarian tumor domain protease; CCHFV vOTU protease, Pep-AMC fluorescence; inhibition, % at 11.5 µM; 370,000 compounds, 0.55% hits; in the data active = inhibition above about 30%; also: 0% = vehicle wells with enzyme and 100% = no enzyme wells
DUSP3 inh = DUSP3 (human) phosphatase inhibition; P51452; recombinant VHR phosphatase, pNPP absorbance; inhibition, % at 13.3 µM; 290,000 compounds, 0.52% hits; AID 1654; in the data active = inhibition above about 50%; also: some compounds called inactive have numbers as strong as hits
Target sequence (P51452 whole entry, looked up): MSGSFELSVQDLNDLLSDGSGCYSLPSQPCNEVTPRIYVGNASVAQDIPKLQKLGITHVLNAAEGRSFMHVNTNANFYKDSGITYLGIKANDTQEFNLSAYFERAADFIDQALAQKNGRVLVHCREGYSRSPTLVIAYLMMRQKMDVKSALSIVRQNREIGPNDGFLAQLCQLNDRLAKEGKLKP
Rv3671c protease = inhibits the M. tuberculosis serine protease Rv3671c. inhibition, % at 5.96 µM. 320,000 compounds, 0.048% hits. P9WHR9; in the data active = inhibition above about 38%;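 also: extracellular domain of Rv3671c used as enzyme; 0% = enzyme with DMSO and 100% = no enzyme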
Target sequence (P9WHR9 whole entry, looked up, the tested form may be a part): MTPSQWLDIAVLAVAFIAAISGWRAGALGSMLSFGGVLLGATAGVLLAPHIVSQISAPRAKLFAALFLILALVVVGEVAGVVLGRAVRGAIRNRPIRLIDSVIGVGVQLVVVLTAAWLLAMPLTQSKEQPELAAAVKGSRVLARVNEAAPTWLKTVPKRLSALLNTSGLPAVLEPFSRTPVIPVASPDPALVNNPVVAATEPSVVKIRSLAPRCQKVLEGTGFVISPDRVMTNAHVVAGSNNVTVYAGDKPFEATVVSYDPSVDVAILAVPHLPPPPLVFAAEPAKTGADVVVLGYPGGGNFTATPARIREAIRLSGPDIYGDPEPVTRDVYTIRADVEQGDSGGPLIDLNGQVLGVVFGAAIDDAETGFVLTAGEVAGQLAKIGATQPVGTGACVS
SSB-PriA inh = K. pneumoniae PriA-SSBct interaction inhibition; inhibition, % at 33 µM; AlphaScreen SSBct-PriA binding, biotinylated peptide; 430,000 compounds, 0.6% hits; AID 1272365; in the data active = inhibition mostly above about 37%, no sharp cut-off; inactive = mostly below about 20%;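 also: plate controls were negative control peptide for no effect and reference peptide for full effect; strong numbers were not always called active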
PrPC surface inh = reduces human prion protein on the cell surface. P04156. cell surface PrPC, TR-FRET read-out. inhibition, % at 13.8 µM. 370,000 compounds, 0.43% hits. AID 720596; in the data active = inhibition above about 24%; also: 0% = median of the test wells and 100% = reference compound wells
An asterisk follows results filed as active; i = inactive; · = not tested or not shown; & = joins results of further samples.

No.	Molecule	MazF activator	DUSP3 inh	PrPC surface inh	3CLpro inhibitor	BH1578 lux ind	CCHFV vOTU inh	Y pestis TopoI	Rv3671c protease	TcdB GH inh	SSB-PriA inh
1	Cc1cccc(NC(=O)CSc2nnc([C@@H](N)Cc3ccccc3)o2)c1C	-6	30	-1	0	-0.1	-6	2	5	·	1
2	O=C(NN1S(=O)(=O)c2ccccc2S1(=O)=O)c1ccc(Br)cc1	10	-1	4	3	i	-4	12	-4	0.7	-9
3	Cc1nc2sc(C(c3cccc(F)c3)N3CCC(O)CC3)c(O)n2n1 (configuration not stated)	-3	25	0	-1	i	-2	-7	6	·	-1
4	CC1=CC(=C2C(=O)c3ccccc3C2=O)C=C(C)O1	7	2	-7	-6	i	5	3	-11	·	-3
5	CCCCn1c(N)c(N(CCOC)C(=O)CSCc2cccc(C)c2)c(=O)[nH]c1=O	-3	·	3	·	-1.4	-3	6	-3	-0.2	49*
6	CCOc1ccccc1NC(=O)Cn1cnc2c(cnn2-c2ccc(C)c(C)c2)c1=O	162*	14	-4	0	i	-9	0	3	·	-1
7	C/C(=N\Nc1ccc(F)cc1F)c1ccc(Br)s1	-3	5	7	2	-0.1	9	0	2	0.5	·
8	Cc1cc(NS(=O)(=O)c2ccc(N)cc2)no1	·	12	7	·	-0.7	-5	3	3	1.2	-10&-15
9	COc1ccc(/C=N/NC(=O)CSCC(=O)Nc2ccccc2)cc1OC	0	-1	-2	-4	1.8	-4	-8	-3	·	·
10	COc1ccc(NC(=O)COc2ccc3oc(=O)cc(C)c3c2)cc1	9	13	-6	5	-0.6	-6	1	3	0.5	0
11	COc1ccc2c(c1)[nH]c1c(=O)n(/N=C/C3C(C)C=C(C)CC3C)c(=O)[nH]c12 (configuration not stated)	0	8	5	1	i	-8	2	-2	1.2	·
12	Cc1ccc(C)n1C1CCS(=O)(=O)C1 (configuration not stated)	-3	24	-4	-3	i	2	2	11	1.6	-7
13	O=C(CCN1C(=O)c2ccccc2S1(=O)=O)Nc1ccccc1	-2	30	-5	6	0.6	-6	1	1	1.5	7
14	COCCOC(=O)/C(=C\c1cc(C(C)(C)C)c(O)c(C(C)(C)C)c1)C(C)=O	-48	5	-6	-3	4.2	8	25	0	-0.3	-2
15	CCCCNC(=O)c1onc(CSc2ccncc2)c1C(=O)NCCCC	2	26	2	·	-0.1	-3	11	-5	0.5	9
16	CCCS(=O)(=O)N1CCc2ccc(NC(=O)C3CCCO3)cc2C1 (configuration not stated)	3	10	3	2	i	-4	6	2	1.5	-12
17	Cn1nc(C(=O)O)c(=O)n(C)c1=O	11	·	-4	·	i	3	-6	·	0.9	-12
18	CCN(C(=O)COC(=O)C1CCN(S(=O)(=O)c2ccc(C)c(C)c2)CC1)C1CCS(=O)(=O)C1 (configuration not stated)	-9	·	-3	·	5.6	3	3	-3	-1.7	-18
19	COc1ccc(C(=O)Nc2ccc(S(=O)(=O)N3CCCCC3)cc2)cc1OC	3	4	2	-1	-0.4	12	10	-14	·	12
20	O=C(CN1CCCCCC1)Nc1cccc2c1OCO2	-4	19	9	2	-1.8	-5	0	2	·	-5
21	O=C(CNC(=O)c1cccs1)N/N=C/c1ccccc1[N+](=O)[O-]	7	6	-26	-3	-0.3	7	7	3	2.8	·
22	COc1cccc(/C=C/C(=O)OCC(=O)NCCC2=CCCCC2)c1OC	2	·	-2	·	i	6	22	3	1.3	-13
23	COC(=O)[C@]1(CC(C)C)N[C@H](c2ccc(SC3CCCCC3)cc2)[C@@H]2C(=O)N(C)C(=O)[C@@H]21	3	·	-5	·	-0.6	-1	11	1	0.9	0
24	Cc1ccc(S(=O)(=O)NCc2ccc(C(=O)NCCN(Cc3ccccc3)C(C)C)cc2)cc1	-3	-3	-7	6	i	16	9	-6	0.4	-4
25	C=CCNC(=O)CN1CCC(O)(c2ccc(F)cc2)CC1	9	5	2	-1	0.1	-1	13	-1	2.2	-12
26	Cc1ccc(C(=O)CN2C(=O)NC3(CCOc4ccccc43)C2=O)s1 (configuration not stated)	2	·	-4	·	i	-8	-9	7	-2.7	3
27	C=CCn1c(SCC(=O)Nc2ccc(-c3nc4ccc(C)cc4s3)cc2)nnc1-c1ccccc1	-67	32	-8	-1	i	-51	1	-8	·	4
28	CC1(Cc2cccc(F)c2)C(=O)Nc2ccc(OC(F)(F)F)cc21 (configuration not stated)	·	·	2	·	-0.8	17	5	·	0.5	·
29	O=[N+]([O-])c1ccc(Sc2n[nH]c(-c3ccncc3)n2)nc1	7	2	-17	0	-0.6	11	9	8	-2.0	0
30	Cc1cccc(CCN2C(N(C)C)=NC[C@@H]2C)c1	4	·	0	·	i	-2	7	-11	0.0	2
31	O=P(COCCO)(c1ccccc1)c1ccccc1	-1	0	-1	2	-0.4	10	-1	7	·	-1
32	CCOc1ccc(NC(=O)CN(C)C(=O)c2ccc(OCC(=O)N3CCOCC3)c(OC)c2)cc1OCC	-3	·	-11	·	i	3	4	·	0.6	-6
33	COC(=O)c1ccc(Oc2c(Cl)cccc2[N+](=O)[O-])cc1	-2	1	9	6	0.9	-10	2	-14	·	18
34	CCc1cccc2sc(NC(=O)c3ccc(N4C(=O)CCC4=O)cc3)nc12	1	-4	-8	0	1.0	-5	-1	-3	0.3	-5
35	S=C(Nc1ccc(Oc2ccccc2)cc1)N1CCN(c2ccccn2)CC1	-4	26	14	1	i	11	17	-2	-1.0	-5
36	CC(O)/C=C/c1cccc[n+]1C (configuration not stated)	-5	-10	5	-7	-7.1	5	1	1	0.4	-20
37	CC1CCCCN1CCCNC(=O)CN1C(=O)c2cccnc2Oc2ccccc21 (configuration not stated)	-4	56*	7	-1	-8.5	7	-2	2	0.8	-7
38	Cc1ccc(C)c(Cn2c(C(=O)O)c(C=O)c3ccccc32)c1	-245	-20	11	7	i	3	-7	2	0.7	-3
39	Cc1ccnc(NC(=O)CCC(=O)c2cccs2)c1	-7	·	1	·	-14	-1	2	-8	1.6	-17
40	COc1ccc(-c2cn3ccccc3n2)cc1OC	0	3	-3	-3	-0.2	-61	0	1	·	6
41	O=C(Nc1ccc(-n2cccn2)cc1)C1CCCCN1Cc1cccc2cccnc12 (configuration not stated)	-2	8	-3	0	-0.4	4	32	-3	1.2	4
42	O=C(c1cccc(S(=O)(=O)Nc2ccc(F)cc2)c1)N1CCCC1	-19	·	3	·	i	8	6	-1	1.6	-12
43	C=CCNC(=O)c1oc2ccc(S(=O)(=O)N3CCCCC3)cc2c1C	6	2	-4	-6	-0.3	2	-8	8	1.1	-1
44	COc1cccc(CNC(=O)Cn2cc3c(n2)CCCCC3)c1	5	21	-3	·	-0.2	1	6	1	0.3	-13
45	CC(=O)Nc1ccc(C(=O)COC(=O)c2nc3nc(C)cc(C)n3n2)cc1	-3	·	3	·	-6.2	-3	-2	-3	0.4	-2
46	CCOc1ccc(S(=O)(=O)Nc2ncn[nH]2)cc1	12	-4	-3	-2	-3.1	6	-6	-4	2.5	-13
47	COc1cc2nc(CN(C)CC(=O)Nc3ccc(N4CCOCC4)cc3)[nH]c(=O)c2cc1OC	-8	-1	-7	·	-3.3	6	1	·	·	5
48	CC(C)N1CCc2c(sc(NC(=O)CCS(=O)(=O)c3ccccc3)c2C(N)=O)C1	7	24	-6	-1	0.7	9	3	1	0.1	-13
49	O=C(O)c1ccccc1Sc1ccccc1S(=O)(=O)NC1CCCCC1	4	28	-3	7	i	5	-7	-4	-0.1	-6
50	CC(Nc1c([N+](=O)[O-])c(=O)oc2ccccc12)C(Cl)c1ccccc1 (configuration not stated)	-12	20	-19	-1	0.7	11	-7	2	·	5

A second format for 2 compounds above:
Order of results – MazF activator	DUSP3 inh	PrPC surface inh	3CLpro inhibitor	BH1578 lux ind	CCHFV vOTU inh	Y pestis TopoI	Rv3671c protease	TcdB GH inh	SSB-PriA inh
43. C=CCNC(=O)c1oc2ccc(S(=O)(=O)N3CCCCC3)cc2c1C
    6	2	-4	-6	-0.3	2	-8	8	1.1	-1
44. COc1cccc(CNC(=O)Cn2cc3c(n2)CCCCC3)c1
    5	21	-3	·	-0.2	1	6	1	0.3	-13

The list continues:
No.	Molecule	MazF activator	DUSP3 inh	PrPC surface inh	3CLpro inhibitor	BH1578 lux ind	CCHFV vOTU inh	Y pestis TopoI	Rv3671c protease	TcdB GH inh	SSB-PriA inh
51	CN1CC(C(=O)c2ccc([N+](=O)[O-])cc2)C(c2ccc(Cl)cc2)C1 (configuration not stated)	-4	-13	-22	2	-1.2	-7	-4	-5	0.5	28
52	CC(C)(C)NC(=O)CN(Cc1cccs1)C(=O)CNS(=O)(=O)c1ccccc1	7	-16	6	1	i	-1	1	0	·	-20
53	Cc1c(N2C(=O)C(=O)/C(=C(/O)c3ccc(Cl)cc3)C2c2ccccc2)c(=O)n(-c2ccccc2)n1C (configuration not stated)	1	-5	-1	-1	-0.5	-1	2	-16	·	·
54	COc1ccc(Nc2ncc(F)c(N3CCOCC3)n2)cc1	3	17	-21	0	0.1	5	5	0	0.9	10
55	CN1CCN(C2=Nc3c(Cl)cc(Cl)c4cccc2c34)CC1	17	26	-2	-6	-0.9	13	2	7	-0.4	34
56	COc1ccc(-c2nnc(SCC(=O)NC3CC3)o2)c(OC)c1	-5	·	5	·	i	10	6	·	-3.8	-25
57	Fc1ccc(CNC(=S)NC2CCCCCC2)cc1	-1	18	5	5	-0.9	-6	-15	3	-0.1	-5
58	NS(=O)(=O)c1ccc(N=Cc2ccc(Br)s2)cc1	-2	-10	0	-2	-1.4	-5	7	-1	·	-17
59	CC(C)Sc1cc(Cl)nc(NC(=O)Nc2ccccc2)n1	-20	-10	-5	8	-0.5	-6	-5	-5	0.9	-17
60	CC(C)CNC(=O)CC(=O)N/N=C/c1ccc(F)cc1	-13	37	-3	-3	-1.0	-22	-2	7	0.6	·
61	COc1cc(SC)ccc1C(=O)NCCCOC(C)C	1	7	0	0	-0.4	-6	2	12	0.1	-4
62	O=C(CSc1nnc(NC(=O)c2cc(Br)ccc2Cl)s1)NCC1CCCO1 (configuration not stated)	6	24	7	1	i	-5	4	-7	-0.1	-1
63	Cc1sc2c(c1C)CN(CCN1CCOCC1)CN2C(=O)c1ccccc1	-3	20	-3	3	-2.3	0	-2	4	0.9	4
64	CC(Oc1ccc(NC(=O)c2ccco2)cc1)C(=O)N1c2ccccc2CC1C (configuration not stated)	6	30	-3	0	1.6	3	-2	2	·	-6

Bioassay records: PubChem BioAssay, several laboratories

The list is partial, so the mix of outcomes need not match the whole.
